Screens: PubChem BioAssay, Broad Institute
ERp5 inh = inhibitors of human ERp5. Q15084. ERp5 insulin aggregation, absorbance 650 nm, 90 min. inhibition, % at 9.99 µM. 350,000 compounds, 0.05% hits. AID 651711;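 active = mean replicate inhibition above about 25%, with every replicate also reaching it, limit read from the data, passing the limit was not always enough; inconclusive = only one of those two criteria met; inactive = neither criterion met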
C2C12 statin = protects C2C12 myotubes from simvastatin toxicity; ATP luminescence, 48 h; scaled: DMSO 0, geranylgeraniol control 100; rescue of ATP level, % at 7.49 µM; 330,000 compounds, 0.78% hits;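 active = mean ATP rescue above about 67%, or every replicate alone reaching that limit, limit read from the data, passing the limit was not always enough; inconclusive = no clear call, values can overlap the other calls; inactive = mean under the limit and some replicate under it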;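 also: myotubes were challenged with 10 µM simvastatin during compound exposure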
PglD inh = inhibitors of Campylobacter jejuni PglD acetyltransferase. inhibition, % at 12.5 µM. AID 602405. purified PglD enzyme, DTNB colorimetric CoA detection. 360,000 compounds, 0.098% hits; in the data active = inhibition above about 16%, passing the limit was not always enough; inconclusive = no clear call, values can overlap the other calls; also: strong numbers were not always called active
SIRT5 block = sirtuin-5 (human) deacylase inhibition; Purified SirT5, succinyl-peptide AMC, trypsin-coupled fluorescence; inhibition, % at 15 µM; AID 652115; Q9NXA8; 330,000 compounds, 1.1% hits; in the data active = inhibition above about 15%; inconclusive = no clear call, values can overlap the other calls
DENV2 CPE rescue = protects cells from dengue virus 2 cytopathic effect | 350,000 compounds, 1.7% hits | CPE inhibition, % at 9.99 µM | DENV2-infected cells, cytopathic effect rescue, plate reader; in the data active = CPE inhibition above about 20%, passing the limit was not always enough; inconclusive = no clear call, values can overlap the other calls; tested in BHK-21 cells;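 also: 0% = median of neutral control wells and 100% = median of positive control wells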
E-sel inducer = E-selectin induction on HUVECs; 260,000 compounds, 0.37% hits; HUVEC E-selectin immunofluorescence imaging; normalized: neutral wells 0, TNF-alpha wells 100; AID 686992; activation, % at 7.58 µM; P16581;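 active = mean E-selectin-positive cell signal at least 10% of the positive control, reached in at least 60% of replicates, without over 20% cell loss; inconclusive = no rule given, readout overlaps actives, possibly toxicity-flagged; inactive = the rest, including those meeting only one limit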;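 also: in these data hits start at about 27%; measured in HUVEC primary endothelial cells; signal is the percent of cells scored E-selectin positive by PE staining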
Target sequence (P16581 whole entry, looked up): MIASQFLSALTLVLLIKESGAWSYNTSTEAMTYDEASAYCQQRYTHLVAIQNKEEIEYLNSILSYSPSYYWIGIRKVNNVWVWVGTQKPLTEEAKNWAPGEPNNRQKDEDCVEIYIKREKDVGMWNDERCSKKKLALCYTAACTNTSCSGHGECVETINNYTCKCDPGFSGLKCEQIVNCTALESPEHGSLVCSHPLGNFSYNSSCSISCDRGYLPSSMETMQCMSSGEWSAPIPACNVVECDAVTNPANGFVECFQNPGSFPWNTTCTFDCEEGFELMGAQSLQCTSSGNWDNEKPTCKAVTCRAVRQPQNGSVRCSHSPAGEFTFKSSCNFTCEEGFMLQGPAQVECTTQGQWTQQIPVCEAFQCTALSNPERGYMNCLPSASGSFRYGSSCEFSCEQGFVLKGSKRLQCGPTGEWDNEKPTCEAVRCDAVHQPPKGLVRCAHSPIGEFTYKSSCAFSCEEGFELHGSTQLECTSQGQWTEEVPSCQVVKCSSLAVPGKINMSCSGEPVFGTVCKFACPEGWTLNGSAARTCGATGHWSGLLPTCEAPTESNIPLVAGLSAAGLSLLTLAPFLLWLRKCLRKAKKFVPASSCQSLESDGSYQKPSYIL
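Read-out basis: % PE-positive cells; Test system: HUVEC primary endothelial cells; Technique: immunofluorescence imaging; Dosing: single-point compound dose.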
S100A4 MyoIIA = inhibitors of human S100A4 binding to myosin IIA peptide | P26447 | S100A4/TAMRA-MyoIIA peptide fluorescence polarization | inhibition, % at 10.7 µM | 360,000 compounds, 0.14% hits;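 active = mean inhibition of at least 70% across replicates, with every replicate also reaching that level; inconclusive = mean inhibition reaches 70% but some replicates fall short; inactive = mean inhibition below 70%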
Target sequence (P26447 whole entry, looked up): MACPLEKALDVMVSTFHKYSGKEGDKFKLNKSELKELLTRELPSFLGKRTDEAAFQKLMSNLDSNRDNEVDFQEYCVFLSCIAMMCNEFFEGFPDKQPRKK
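incubation = readout 5 min after mixing, signal stable up to 60 min | system = S100A4 monomer protein | buffer or medium = HEPES pH 7.2 with CaCl2, KCl, NaCl, DTT, Triton | benchmarks = neutral control DMSO, positive control TFP | also added = fluorescent myosin IIA peptide, 5 nM | compound dosing = one concentration per compound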
* hit, by the source's call; ? = inconclusive; · = not tested or not shown. These rows are one share of the data; count on the stated rates, not on these rows.

Labels used below – A = ERp5 inh; B = C2C12 statin; C = PglD inh; D = SIRT5 block; E = DENV2 CPE rescue; F = E-sel inducer; G = S100A4 MyoIIA
1) CC(C)NC(=O)N(C)C[C@@H]1Oc2c(NC(=O)C3CCCCC3)cccc2C(=O)N([C@H](C)CO)C[C@@H]1C
  A: -2 | B: -7 | C: 3 | D: 1 | E: 4 | F: -0.1 | G: 3

2) CCC1CCCCN1C(=O)Cn1nc([N+](=O)[O-])c(Cl)c1C (stereo not drawn)
  A: 3 | B: · | C: · | D: 0 | E: -1 | F: 5.4 | G: -1

3) COC(=O)[C@]12CCCCC=C1N(CCC1=CCCCC1)C(=O)[C@H](CC(=O)NCc1cccc3ccccc13)C2
  A: -12 | B: · | C: · | D: -3 | E: -2 | F: 0.1 | G: 2

4) Cc1cccn2c(=O)c3cc(C(=O)NC4CCS(=O)(=O)C4)sc3nc12 (stereo not drawn)
  A: 3 | B: -10 | C: 1 | D: -21 | E: -5 | F: -0.1 | G: -8

5) C[C@H]1CN([C@@H](C)CO)C(=O)c2cc(NS(=O)(=O)c3ccc(F)cc3)ccc2O[C@H]1CN(C)CC1CC1
  A: -1 | B: 1 | C: -6 | D: 0 | E: -13 | F: 18 | G: -12

6) CO[C@@H]1CN(C)C(=O)c2cc(NC(=O)C3CC3)ccc2OC[C@H](C)N(C(=O)Cc2ccccn2)C[C@H]1C
  A: -3 | B: 1 | C: -2 | D: -3 | E: 4 | F: 1.8 | G: -6

7) CN(C)c1ccc(NC(=O)Nc2nnc([C@H]3C[C@H](O)[C@@H](CO)O3)s2)cc1
  A: -7 | B: -1 | C: 2 | D: 0 | E: 14 | F: -0.1 | G: 1

8) CC(=O)Oc1ccc(C23c4ccccc4C2(OC(C)=O)c2cc(OC(C)=O)ccc23)cc1 (stereo not drawn)
  A: -3 | B: 5 | C: 1 | D: · | E: 5 | F: · | G: -3

9) COc1ccc(NC(=O)N[C@@H]2CC[C@@H](CC(=O)NC3CCC3)O[C@H]2CO)cc1
  A: 1 | B: -5 | C: 6 | D: -2 | E: 9 | F: -0.1 | G: 3

10) COc1cccc(NCc2nnc(SCC(=O)NC3CCS(=O)(=O)C3)n2C2CCCCC2)c1 (stereo not drawn)
  A: -2 | B: 8 | C: -2 | D: 1 | E: 8 | F: · | G: -3

11) Cc1ccc(S(=O)(=O)Nc2cccc(C(=O)NCC(c3ccco3)N3CCCCC3)c2)cc1F (stereo not drawn)
  A: -8 | B: 13 | C: 2 | D: -8 | E: -5 | F: · | G: -6

12) Cc1cc(C)nc(Nc2ccc(O)cc2)n1
  A: 0 | B: 0 | C: 3 | D: 3 | E: -1 | F: · | G: -7

13) COc1ccc(CC(=O)OCC(=O)NCc2ccc(F)cc2)cc1
  A: -8 | B: -6 | C: -1 | D: -1 | E: -8 | F: 0.6 | G: 3

14) O=C(Nc1ccc2c(c1)[C@@H]1C[C@H](CC(=O)N3CCOCC3)O[C@@H](CO)[C@@H]1O2)NC1CCCCC1
  A: 0 | B: -3 | C: -1 | D: -3 | E: -1 | F: 0.1 | G: -4

15) COc1cccc(-c2ccc3c(c2)[C@@H]2[C@@H](CCN2S(=O)(=O)c2cccc(OC)c2)[C@H](CO)N3)c1
  A: 21 | B: -7 | C: 2 | D: 7 | E: -3 | F: -0.7 | G: -17

Gathered by group: the entries above containing two or more sulfur atoms (2)
Labels used below – A = ERp5 inh; B = C2C12 statin; C = PglD inh; D = SIRT5 block; E = DENV2 CPE rescue; F = E-sel inducer; G = S100A4 MyoIIA
4) Cc1cccn2c(=O)c3cc(C(=O)NC4CCS(=O)(=O)C4)sc3nc12 (stereo not drawn)
  A: 3 | B: -10 | C: 1 | D: -21 | E: -5 | F: -0.1 | G: -8

10) COc1cccc(NCc2nnc(SCC(=O)NC3CCS(=O)(=O)C3)n2C2CCCCC2)c1 (stereo not drawn)
  A: -2 | B: 8 | C: -2 | D: 1 | E: 8 | F: · | G: -3

Carrying on:
Labels used below – A = ERp5 inh; B = C2C12 statin; C = PglD inh; D = SIRT5 block; E = DENV2 CPE rescue; F = E-sel inducer; G = S100A4 MyoIIA
16) COc1ccc(C#Cc2ccc3c(c2)[C@@H]2[C@@H](CCN2C(=O)C2CCC2)[C@H](CO)N3)cc1
  A: -1 | B: · | C: · | D: 17* | E: -7 | F: 0.4 | G: 6

17) NC(=O)COc1c(-c2ccc(Br)o2)oc2ccccc2c1=O
  A: 5 | B: -14 | C: 8 | D: -3 | E: · | F: · | G: -13

18) COc1ccccc1C1N=C(c2ccccc2C)NO1 (stereo not drawn)
  A: -1 | B: · | C: 3 | D: 1 | E: -6 | F: 0.4 | G: 8

19) COc1ccc2c3c([nH]c2c1)[C@@H](CO)N(C(=O)C1CCCCC1)CC31CN(C(=O)NC(C)C)C1
  A: 1 | B: · | C: · | D: -2 | E: 2 | F: -0.3 | G: 10

20) CN1CCC(CN)(N2CCN(c3ccccc3)CC2)CC1
  A: 0 | B: 7 | C: 4 | D: -6 | E: -3 | F: 0.4 | G: 2

21) CCCC(=O)N1CCC1(C)C(=O)NS(=O)(=O)c1cc(C)ccc1F (stereo not drawn)
  A: -4 | B: 1 | C: -6 | D: -2 | E: 6 | F: -0.1 | G: -5

22) Cc1ccc(NC(=O)c2cccc(NC(=O)CC3SC(N4CCCCC4)=NC3=O)c2)nc1 (stereo not drawn)
  A: 2 | B: 12 | C: -2 | D: 1 | E: 12 | F: 2.3 | G: -5

23) C[C@@H]1CCCCO[C@@H](CN(C)Cc2ccccc2)[C@H](C)CN([C@@H](C)CO)C(=O)c2cc(NS(=O)(=O)c3ccc(Cl)cc3)ccc2O1
  A: 3 | B: · | C: 0 | D: 7 | E: ? | F: · | G: 11

24) CCCc1nn2c(=O)cc(COc3cccc(NC(=O)c4ccco4)c3)nc2s1
  A: 4 | B: -1 | C: -2 | D: -4 | E: -4 | F: ? | G: -2

25) O=C(COc1cc2oc(=O)c3c(c2cc1Cl)CCCC3)NCC1CCC(C(=O)O)CC1 (stereo not drawn)
  A: 1 | B: -1 | C: 6 | D: -5 | E: 0 | F: · | G: 0

26) COc1cc(OC)c(OC)cc1/C=C1\CC(C)C/C(=C\c2cc(OC)c(OC)cc2OC)C1=O (stereo not drawn)
  A: 2 | B: -118 | C: -5 | D: -2 | E: -1 | F: -0.3 | G: 3

An excerpt of these results, as tab-separated lines.
nr	canonical_smiles	ERp5 inh	C2C12 statin	PglD inh	SIRT5 block	DENV2 CPE rescue	E-sel inducer	S100A4 MyoIIA
22	Cc1ccc(NC(=O)c2cccc(NC(=O)CC3SC(N4CCCCC4)=NC3=O)c2)nc1 (stereo not drawn)	2	12	-2	1	12	2.3	-5
23	C[C@@H]1CCCCO[C@@H](CN(C)Cc2ccccc2)[C@H](C)CN([C@@H](C)CO)C(=O)c2cc(NS(=O)(=O)c3ccc(Cl)cc3)ccc2O1	3	·	0	7	?	·	11
24	CCCc1nn2c(=O)cc(COc3cccc(NC(=O)c4ccco4)c3)nc2s1	4	-1	-2	-4	-4	?	-2
